EP2 antag: EP2 receptor (human) inhibition; inhibition, % at 25 µM; AID 1422; P43116; C6 glioma cells expressing human EP2, cAMP TR-FRET; cells stimulated with saturating PGE2; 260,000 tested, 0.52% active;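 active = percent inhibition above 40 after rounding to a whole number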;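 also: rat C6 glioma host cells with rolipram phosphodiesterase inhibitor present; the protocol text gives 20 µM as final concentration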
Target sequence (P43116 whole entry, looked up): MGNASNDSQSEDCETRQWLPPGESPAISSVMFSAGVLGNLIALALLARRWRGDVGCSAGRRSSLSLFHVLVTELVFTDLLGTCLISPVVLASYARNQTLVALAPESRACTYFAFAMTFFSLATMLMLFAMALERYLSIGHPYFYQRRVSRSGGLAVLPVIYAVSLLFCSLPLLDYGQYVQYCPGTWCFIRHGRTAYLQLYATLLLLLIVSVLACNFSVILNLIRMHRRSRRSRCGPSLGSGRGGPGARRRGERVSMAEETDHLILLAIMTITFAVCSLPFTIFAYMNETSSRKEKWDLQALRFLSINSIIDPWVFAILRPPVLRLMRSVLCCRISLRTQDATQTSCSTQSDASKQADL
EP2 mod: modulators of human EP2 prostaglandin E2 receptor; P43116; EP2-expressing cells, cAMP HTRF FRET, PGE2 co-stimulation; induction, % at 25 µM; 260,000 tested, 0.83% active; AID 940;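 active = compounds whose cAMP rise, as percent of the full-agonist control response, exceeds 60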;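 also: rat C6 glioma line stably carrying human EP2 under a CMV promoter; the protocol text gives 20 µM as final concentration; 100% = response of wells given 1 µM PGE2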
* hit, by the source's call. These rows are one share of the data, so the mix of outcomes need not match the whole.

SMILES	EP2 antag	EP2 mod
CCC(C)(C)NC(=O)c1ccc2c(c1)N(CC(=O)N1C(C)CCCC1C)C(=O)C(C)(C)O2 (stereo unspecified)	13	5
CN(C)CCCNc1cc(O)c2c(c1O)C(=O)c1ccccc1C2=O	14	-16
CC(=O)OCC(=O)[C@@]1(O)CCC2C3C[C@H](C)C4=CC(=O)C=CC4(C)C3[C@@H](O)CC21C (stereo partly specified)	9	16
COCCn1c(SCC(=O)N2C(C)CCCC2C)nnc1-c1ccncc1 (stereo unspecified)	7	-7
CCOC(=O)Cn1ncc2c3sc(C)cc3n(Cc3ccc(F)cc3)c2c1=O	6	14
N#Cc1ccc(C(=O)Nc2nc3ccc(F)cc3s2)c(F)c1	8	-22
O=C1NC(c2cccnc2)/C(=C(/O)c2ccccc2)C1=O (stereo unspecified)	9	-1
Cc1nn(-c2cccc(Cl)c2)c2c1C(c1ccsc1)C(C#N)=C(N)O2 (stereo unspecified)	12	-19
CCCC(=O)Nc1ccc(N2CCN(C(=O)C(C)C)CC2)cc1	10	6
CC(C)CC1C(=O)N2CCC[C@H]2C2(O)O[C@](NC(=O)C3C=C4c5cccc6[nH]c(Br)c(c56)C[C@H]4N(C)C3)(C(C)C)C(=O)N12 (stereo partly specified)	14	3
CC(=O)C1=C(O)C(=O)NC1c1ccc(C(C)(C)C)cc1 (stereo unspecified)	8	-7
Cc1ccc(C)c(NC(=O)C2CCCN(S(=O)(=O)c3ccc(-n4cnnn4)cc3)C2)c1 (stereo unspecified)	10	-74
COc1ccc2nc(SCC(=O)Nc3nc(C)c(C)s3)c(C#N)cc2c1	13	-29
Nc1ncnc2c1ncn2[C@H]1O[C@@H](CO)[C@H](O)[C@H]1N	12	-9
O=C1c2cccc(O)c2C(=O)c2c(O[C@@H]3O[C@H](CO)[C@@H](O)[C@H](O)[C@H]3O)cccc21	52*	-17
O=C(COc1ccccc1Cl)NNC(=O)c1ccco1	11	-32
COC(=O)c1c(OC)cc2c(c1C)Oc1c(Cl)c(OC(C)=O)c(Cl)c(C)c1C(=O)O2	8	26
CCc1ccc(OCC(=O)Nc2nc3ccc(NC(C)=O)cc3s2)cc1	10	-60
CCOc1ccc(C2C3=C(CC(C)(C)CC3=O)N(CCOC)C3=C2C(=O)CC(C)(C)C3)cc1OC	4	-1
N#CC1=C(N)OC2=C(C(=O)CCC2)C1c1ccc(OCc2cccc3ccccc23)cc1 (stereo unspecified)	10	-21
CCc1ccc2nc(-c3ccccc3)nc(SCC(=O)NCCOC)c2c1	10	41
Cc1ccsc1CN(CCCN1CCOCC1)Cc1ccccc1F	2	-39
C/C=C/Cn1c(NC)nc2c1c(=O)[nH]c(=O)n2C	6	-11
O=c1[nH]c2cc3c(cc2cc1CN(Cc1cccnc1)S(=O)(=O)c1ccccc1F)OCO3	31	-22
COc1ccccc1CN1CCN(C(=O)c2cccc(OC)c2OC)CC1	7	-13
Cn1cc(/C=C2/NC(=O)N(CC(=O)Nc3ccc4c(c3)OCO4)C2=O)c2ccccc21	11	20
CCC(=O)Nc1sc(C(=O)Nc2ccc(F)cc2)c(C)c1C(=O)OC	8	-45
Cc1nnc(NC(=O)CSc2nnc(COc3ccccc3)n2C)s1	7	4
C[C@H](NCCN(C)C)[C@@H]1CC[C@@H]2[C@H]3CCc4cc(O)ccc4[C@@H]3CC[C@]21C	53*	-33
CC(Sc1nnc2c(n1)[nH]c1ccccc12)C(=O)NC1CC1 (stereo unspecified)	9	26
CCCN(C(=O)c1cc(OC)cc(OC)c1)c1nnc(-c2cccc(C)c2)s1	7	-13
COCCCn1c(SCC(=O)NC2CCCCC2)nnc1-c1ccccc1	14	6
COc1ccc(Cc2nnc(NC(=O)c3cc(OC)cc(OC)c3)s2)cc1	15	-91
c1cnc(NCc2cccs2)nc1	9	-4
Cc1ccc(CN(CCCn2ccnc2)Cc2cccc3ncccc23)o1	2	18
COc1cc(C=C2C(=O)N(C)C(=O)N(C)C2=O)cc(I)c1O	15	-63
Cc1cc2cc3c(C)cc(=O)oc3c(C)c2o1	12	19
Cc1ccc2c(c1)c(C)c(C)n2CC(O)CN1CCN(CCO)CC1 (stereo unspecified)	5	-70
O=C(Nc1cccc(NC(=O)c2ccco2)c1)c1ccc(F)cc1	12	-66
OCC1=CC[N+]2(Cc3ccccc3)CCC(O)C12 (stereo unspecified)	4	-14
COc1ccccc1NC(=O)C1CCCN1C(=O)NC1CCCCC1 (stereo unspecified)	6	-1
COC(=O)c1c(NC(=O)c2ccco2)sc(C(=O)Nc2cccc(OC)c2)c1C	13	14
Cc1ccc(C(=O)c2c(N)sc(C)c2C)cc1	7	39
CCC(CN1CCC(C)CC1)NC(=O)Cc1ccc2c(c1)OCCCO2 (stereo unspecified)	7	-21
O=C(CSc1nnc2c3c4c(sc3nc(C3CC3)n12)CCCC4)Nc1cccc(F)c1	7	-2
O=C(c1cc(-c2ccccc2Cl)on1)N1CCCCC1	8	-5
COc1ccc(OC)c(NC(=O)CN2CCN(Cc3ccc4c(c3)OCO4)CC2)c1	10	-29
Cc1ccc2[nH]c(=O)c(CN(Cc3ccccc3Cl)Cc3nnnn3C3CCCC3)cc2c1	5	74*
C[C@@H]1C[C@H](C)CN(S(=O)(=O)c2cc(Cl)c(Oc3ccc([N+](=O)[O-])cc3Cl)c(Cl)c2)C1	44*	13
C/C=C1\[C@H]2C=C(C)C[C@]1(N)c1ccc(=O)[nH]c1C2	7	4
CC(C)N(C(=O)NC(c1ccc(F)c(F)c1)c1nccn1C)C(C)C (stereo unspecified)	6	5
Cc1cc(C)cc(NC(=O)CSc2nc3c(C)c(C)ccc3cc2C#N)c1	8	3
COc1ccc(CN2CCc3c(nc(N4CCC(C)CC4)[nH]c3=O)C2)cc1CO	7	-29
COc1ccc(CCNC(=O)CSc2nnc(-c3c[nH]c4ccccc34)o2)cc1OC	7	-45
COc1ccccc1OCCCC(=O)Nc1sc2c(c1C#N)CCC(C)C2 (stereo unspecified)	11	-27
CCOCCCNCc1cc2c(-c3cccc(F)c3)nn(-c3ccccc3)c2[nH]c1=O	7	-50
CCc1nn2c(C)cc(C)nc2c1-c1ccc(F)cc1	4	21
CC(C)CCC[C@@H](C)[C@@H]1CC[C@@H]2[C@H]3CC[C@H]4C[C@@H](N)CC[C@]4(C)[C@@H]3CC[C@]21C	41*	-17
Cc1ccc(-c2cc(C(=O)N3CCn4c(nnc4C4CC4)C3)n[nH]2)o1	7	-15
CCN1CCCC1CN(Cc1cccs1)Cc1cn(CC)nc1C (stereo unspecified)	5	2
New compounds follow
SMILES	EP2 antag	EP2 mod
CCOc1cccc(C2C(C(=O)c3ccco3)=C(O)C(=O)N2c2nnc(C)s2)c1 (stereo unspecified)	12	-4
O=C(NCCc1nc(-c2ccncc2)n[nH]1)C1(c2ccc(Cl)cc2)CCC1	-1	-11
O=c1[nH]ncc(NCc2cccnc2)c1Cl	17	-13
CCN(CC)CCCNC(=S)N(CCN(C)C)Cc1cc2cc(C)cc(C)c2[nH]c1=O	17	-13
CC1(C)CC(=O)C2=C(C1)Nc1ccccc1NC2c1ccc(O)cc1 (stereo unspecified)	8	-15
COc1ccc2c(c1)cc(C)c1nn(CC(=O)NCc3cccs3)c(=O)n12	7	-18
COc1ccccc1NC(=O)/C(=C/c1ccncc1)NC(=O)c1ccccc1	9	15
CC(C)OCCCNC(=O)CN1C(=O)c2ccccc2S1(=O)=O	12	2
CCOC(=O)C(=O)NC1CCS(=O)(=O)C1 (stereo unspecified)	9	9
C#CCCCCCCCCCCCC(=O)CC(O)COC(C)=O (stereo unspecified)	10	21
CCCn1c(SCC(=O)Nc2ccc(OC)c(OC)c2)nnc1-c1ccoc1C	10	-21
CCOc1ccccc1OCC(=O)Nc1nc(-c2ccccc2)cs1	11	-37
Cc1occc1-c1nnc(SCC(=O)NC(C)(C)C)n1CCc1ccccc1	15	15
CCOC(=O)c1cnc2c(CC)cccc2c1NCCN1CCOCC1	7	-10
COc1ccc(-c2csc(N3N=C(C)CC3=O)n2)cc1	9	-83

Sorted by heavy-atom count (largest number first): 18 of the compounds above
SMILES	EP2 antag	EP2 mod
CC(C)CC1C(=O)N2CCC[C@H]2C2(O)O[C@](NC(=O)C3C=C4c5cccc6[nH]c(Br)c(c56)C[C@H]4N(C)C3)(C(C)C)C(=O)N12 (stereo partly specified)	14	3
N#CC1=C(N)OC2=C(C(=O)CCC2)C1c1ccc(OCc2cccc3ccccc23)cc1 (stereo unspecified)	10	-21
CCN(CC)CCCNC(=S)N(CCN(C)C)Cc1cc2cc(C)cc(C)c2[nH]c1=O	17	-13
COc1ccc(OC)c(NC(=O)CN2CCN(Cc3ccc4c(c3)OCO4)CC2)c1	10	-29
CCCn1c(SCC(=O)Nc2ccc(OC)c(OC)c2)nnc1-c1ccoc1C	10	-21
CCCN(C(=O)c1cc(OC)cc(OC)c1)c1nnc(-c2cccc(C)c2)s1	7	-13
COCCCn1c(SCC(=O)NC2CCCCC2)nnc1-c1ccccc1	14	6
COc1ccc2nc(SCC(=O)Nc3nc(C)c(C)s3)c(C#N)cc2c1	13	-29
CN(C)CCCNc1cc(O)c2c(c1O)C(=O)c1ccccc1C2=O	14	-16
O=C(Nc1cccc(NC(=O)c2ccco2)c1)c1ccc(F)cc1	12	-66
CCCC(=O)Nc1ccc(N2CCN(C(=O)C(C)C)CC2)cc1	10	6
CC(Sc1nnc2c(n1)[nH]c1ccccc12)C(=O)NC1CC1 (stereo unspecified)	9	26
O=C(COc1ccccc1Cl)NNC(=O)c1ccco1	11	-32
OCC1=CC[N+]2(Cc3ccccc3)CCC(O)C12 (stereo unspecified)	4	-14
Cc1ccc(C(=O)c2c(N)sc(C)c2C)cc1	7	39
O=c1[nH]ncc(NCc2cccnc2)c1Cl	17	-13
CCOC(=O)C(=O)NC1CCS(=O)(=O)C1 (stereo unspecified)	9	9
c1cnc(NCc2cccs2)nc1	9	-4

Next compounds.
SMILES	EP2 antag	EP2 mod
CC(C)(C)c1ncc(C(=O)Nc2cccc(C(=O)N3CCCCC3)c2)cn1	9	-37
CCc1nnc(NC(=O)C2CCN(c3nc4ccccc4n3C)CC2)s1	8	0
COc1ccc(CN2CCC(O)(c3ccccc3F)CC2)cc1Cn1cccn1	4	-56
COc1ccccc1C(=O)Nc1sc(C(=O)N2CCCCC2)c(C)c1C#N	11	21
O=C(NCCc1nc(-c2ccncc2)n[nH]1)C1(c2ccc(Cl)cc2)CC1	7	-17
Cc1ccc(CN(CCCn2ccnc2)Cc2cnc[nH]2)s1	6	2
COc1cc(C(=O)NC(=S)Nc2ccc(Cl)c(-c3nc4ccccc4o3)c2)cc(OC)c1OC	9	-21
CCOc1ccc(NC(=O)NC2CC3CCC(C2)N3Cc2ccccc2)cc1 (stereo unspecified)	9	-101
CCNC(=O)c1c(NC(=O)c2cccs2)sc2c1CCCC2	7	0
CC1(c2ccccc2NC(=O)c2cccs2)CC1	10	65*
Nc1cc(-c2ccco2)nn(CC(=O)Nc2ccc3c(c2)CCC3)c1=O	8	-28
O=C(O)c1ccc(C(=O)Nc2cccc3ccccc23)c(C(=O)O)c1	11	20
COc1ccc2c(c1)OC1(CCN(CC(O)c3cn(C)c4ccccc34)CC1)CC2O (stereo unspecified)	13	-67
O=C(COc1ccc(S(=O)(=O)N2CCCC2)cc1)Nc1cccc(Cl)c1Cl	6	-8
CCC(C)(C)n1nnnc1C(c1cc2cc3c(cc2[nH]c1=O)OCO3)N1CCOCC1 (stereo unspecified)	9	-10

Brought forward from above: two compounds; new compounds follow.
SMILES	EP2 antag	EP2 mod
O=C(COc1ccc(S(=O)(=O)N2CCCC2)cc1)Nc1cccc(Cl)c1Cl	6	-8
CCC(C)(C)n1nnnc1C(c1cc2cc3c(cc2[nH]c1=O)OCO3)N1CCOCC1 (stereo unspecified)	9	-10
Cc1ccc(S(=O)(=O)N2CCC(C(=O)NC34CC5CC(CC(C5)C3)C4)CC2)cc1	19	-19
O=C(c1ccccc1)[C@H](Nc1ccc2ccccc2c1)c1ccccc1	36	19
Cn1c(=O)[nH]c(=O)c2[nH]c(NCCCO)nc21	11	-5
Cc1ccccc1C1(O)CCN(C(=O)c2cnc(C(C)(C)C)nc2)CC1	7	-36
COCc1nnc(NC(=O)c2ccc(OC)cc2)s1	8	-20
Cc1sc(NC(=O)CSc2nnc(Cc3ccccc3)n2C)c(C#N)c1C	21	-7
COC(=O)c1c(NC(=O)c2ccc(Cl)cc2Cl)sc(C(=O)Nc2ccc(OC)cc2)c1C	9	-20
CC(C)(C)CC(C)(C)c1cc(O)c(O)c(CN2CCCCC2)c1	19	-12
CSCCC(N)C(=O)NC(CC(C)C)C(=O)NC(Cc1ccccc1)C(=O)O (stereo unspecified)	9	16
C/C=C/C(=O)Nc1nc2ccc(OC)cc2s1	10	-33
Cc1cc(=O)n2[nH]c(NC(=O)c3cccs3)nc2n1	7	42
N#Cc1c(NC(=O)CSc2nnc(-c3ccc(Br)cc3)o2)sc2c1CCCC2	8	-14
O=C(NC1CCCCC1)C(c1ccco1)N(C(=O)c1csnn1)c1cccc(F)c1 (stereo unspecified)	6	-2
CCc1ccc2c(c1)c1nnc(SCC(=O)N3CCCCC3)nc1n2C	7	-23
COc1ccc([C@H]2Oc3cc(OC)cc(OC)c3C[C@H]2O)cc1	15	13
COc1ccc(CN(Cc2cc3ccc(C)cc3[nH]c2=O)C(c2nnnn2C(C)(C)C)C(C)C)cc1 (stereo unspecified)	13	44
CCN(CC)C(=O)Cn1c(C)c(C#N)c2ccccc21	7	-3
CCS(=O)(=O)N1CCC(Nc2nc3c(c(=O)[nH]2)CCCC3)CC1	9	13
COC(=O)c1cccc(NC(=O)CSc2nccc(C)n2)c1	9	-50
CCOC(=O)Cn1nc2c3cc(OC)c(OC)cc3ncn2c1=O	3	-35
O=C(Nc1c(F)cccc1F)c1cccs1	10	-25
CC1CCCCN1Cc1ccccc1C#N (stereo unspecified)	9	9
N#CCC(=O)c1nsc(Cl)c1Cl	12	4

Screening data from PubChem BioAssay.
